Shiga toxin inh: blocks Shiga toxin action in Vero cells; Vero cells, Shiga toxin protein synthesis inhibition reporter; inhibition, % at 38.7 µM; 9.2% of 290,000 active; AID 2315; in the data active means inhibition mostly above about 28%, no sharp cut-off; inactive means mostly below about 43%; further: 0% is about no effect
Giardia FBPA inh: Giardia lamblia aldolase inhibition | A8B2U2 | purified Giardia FBPA | Potency, µM (top dose mostly 59.6 µM), without a hit: at the highest dose activity, negative = inhibition, most hits filed as inhibitors | 0.71% of 290,000 active | AID 2451; further: potency means the concentration at half of the fitted maximal effect; on the % scale 0 is the no-effect control and ±100 the full control effect; nearly all actives have a fitted effect of over 55% in size
Target sequence (A8B2U2 whole entry, looked up): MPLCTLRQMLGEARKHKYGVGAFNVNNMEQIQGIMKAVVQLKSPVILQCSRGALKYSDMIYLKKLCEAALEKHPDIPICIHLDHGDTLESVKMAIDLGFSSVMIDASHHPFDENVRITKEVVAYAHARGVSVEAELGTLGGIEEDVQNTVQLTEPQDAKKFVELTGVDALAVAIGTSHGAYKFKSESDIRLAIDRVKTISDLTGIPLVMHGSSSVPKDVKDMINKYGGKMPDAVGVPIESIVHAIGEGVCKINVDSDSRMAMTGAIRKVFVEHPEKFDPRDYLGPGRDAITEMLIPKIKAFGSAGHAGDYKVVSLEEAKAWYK
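40 nM FBPA preincubated 10 min at RT with compound (up to 57.5 uM final), then substrate plus GAPDH/TPI/NAD/arsenate coupling and diaphorase/resazurin added. Fluorescence read after 20 min at RT, 525/598 nm.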
Pf growth 96h: P. falciparum growth inhibition at 96 hours; P. falciparum luciferase reporter growth, 96 h; AID 504834; Potency, µM (doses to about 28.7 µM), without a hit: at the top dose activity change, negative = inhibition, hits mostly inhibitors; 6.9% of 320,000 active; further: potency means the concentration at half of the fitted maximal effect; on the % scale 0 is the no-effect control and ±100 the full control effect
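Two-generation exposure (96 h) targets delayed-death phenotype. Reporter parasites carrying integrated firefly luciferase, in red cells at 2% hematocrit and 0.05% parasitemia final, kept at 37 C, 5% CO2; luminescence loss indicates inhibition.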
CHX counter: affects cycloheximide protein synthesis inhibition readout, counter-screen; AID 2314; max response, %; 12% of 300,000 active; cell reporter, cycloheximide protein synthesis inhibition counterscreen; in the data active means max response mostly above about 13%, no sharp cut-off; inactive means mostly below about 14%; further: read at 38.3 µM for the half of the compounds with a filed dose; 0% is about no effect
HCV inhibitor: inhibitors of hepatitis C virus infection. Potency, µM (titrated, usually from 41.8 µM), without a hit: top-dose activity change, negative = inhibition, hits mostly inhibitors. Huh7.5.1 HCVcc-Cre infection, luciferase reporter, 44 h. 3.4% of 340,000 active; further: potency means the concentration at half of the fitted maximal effect; on the % scale 0 is the no-effect control and ±100 the full control effect
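After 44 h co-culture of compound, cells and HCVcc-Cre (~0.5 moi), substrate is added for 15 min at room temperature and luciferase measured over 15 sec. Cells were seeded at 1,000/well and pre-cultured 4 h.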
Pf growth 48h: inhibits P. falciparum growth in the first generation, 48 h; 5.9% of 310,000 active; AID 504832; Potency, µM (top dose mostly 28.7 µM), inactives show at the highest dose activity change, negative = inhibition, usual class: inhibitors; P. falciparum luciferase growth in erythrocytes, 48 h; further: potency means the concentration at half of the fitted maximal effect; on the % scale 0 is the no-effect control and ±100 the full control effect
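Growth was read as firefly luciferase luminescence after a 48 h, 37 C, 5% CO2 exposure of compounds to reporter-bearing P. falciparum cultures (0.1% parasitemia, 2% hematocrit final) in Albumax-supplemented RPMI 1640.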
* marks the source's active call; other numbers are inactive results; ? = inconclusive; nt = not tested or not shown; & = joins results of further samples; [ ] = dose if it differs, or a comment. Unless noted, the call rests on the fitted dose curve; in most records, active means well fitted curve in the direction sought with a large enough effect; inconclusive means small, poorly fitted or top-dose-only effect, or another doubt; inactive means no such curve, though single readings can be large; an effect the other way counts as inactive or inconclusive. Compounds as they come. Share with any hit: about 24%.

SMILES	Shiga toxin inh	Giardia FBPA inh	Pf growth 96h	CHX counter	HCV inhibitor	Pf growth 48h
COc1ccc2c(c1OC)C(=O)N1C2SC(C)(C)[C@H]1C(=O)NCC(C)C (stereo partly drawn)	-12	?	-22%	1	14%	?
NCCS(=O)(=O)NC1CCCCC1	25	-4%	3%	1	6%	33%
CN1CCN(CC#CC2(O)CCCCC2)CC1	-12	14%	-30%	4	13%	74%[activator]
C[C@@H](CN(C)C)CN1c2ccccc2Sc2ccccc21	nt	0%[21.7 µM]	?	nt	nt	?
COc1ccc2[nH]c3c(c2c1)CCN1C(=O)N([C@@H](C)C(=O)NCc2ccc(C)cc2)C(=O)[C@]31C	-8	-6%	?	-2	?	?
CC(C)Oc1cccc(C(=O)Nc2ccc(CN3CCOCC3)cc2)c1	18	-1%	nt	16*	?	0%
O=Cc1ccc(O)c2ncccc12	34	?	?	14	?	6.6µM*
CCOc1ccc(S(=O)(=O)Nc2cc(F)ccc2F)c2cccnc12	-3	12%	3%	-5	-14%	-1%
CCC(C(=O)N(C(C)C)C(C)C)c1ccccc1 (stereo not drawn)	nt	nt	36%[activator]	nt	2%	52%[activator]
Cc1ccc2c(c1)C1CN(C)CCC1N2S(=O)(=O)c1ccc(C#N)cc1 (stereo not drawn)	nt	nt	?	nt	14%	?
CC(=O)c1cccc(NC(=O)C(C)OC(=O)/C=C/c2cccs2)c1 (stereo not drawn)	nt	nt	80%[activator]	nt	-2%	1%
O=C(N/N=C/C=C\c1ccccc1[N+](=O)[O-])c1ccncc1	-9	?	-3%	1	-3%	-4%
COc1cc(C(=O)N2c3ccccc3CCC2C)cc(OC)c1OC (stereo not drawn)	nt	7%	?	-2	-20%	-15%
Cc1ccc(NC(=O)CSc2ncccc2C(=O)Oc2cccc([N+](=O)[O-])c2)cc1Cl	75*	-4%	?	11	5%	71%[activator]
CCOC(=O)C1C(=O)N(C)C2(C)CC1c1ccccc1O2 (stereo not drawn)	-4	6%	?	-3	7%	7%
CCOC(=O)C1CCN(CC(O)COc2ccc(C(=O)CC)cc2)CC1 (stereo not drawn)	13	13%	26%	4	?	-9%
CN(C)S(=O)(=O)c1cccc(NC(=O)COc2cccc(C#N)c2)c1	3	0%	8%	12	?	22%
Cc1ccc(-n2[nH]c(C)c(C=Nc3cc(C)ccn3)c2=O)cc1	-3	-6%	7.4µM*	8	11%	35%[activator]
Cc1cccc(OCC(=O)N2CCN(C(=O)c3ccc([N+](=O)[O-])cc3)CC2)c1	-14	-1%	-7%	-1	-7%	8%
CS(=O)(=O)N1CCN(C2C3CC4CC(C3)CC2C4)CC1 (stereo not drawn)	-2	1%	2%	-4	-23%	?
Cc1ccc(S(=O)(=O)N2CCCC2)s1	-11	6%	29%	-1	20%	-20%
CC(=O)C1=C(O)C(=O)N(Cc2ccccc2)C1c1ccc([N+](=O)[O-])cc1 (stereo not drawn)	-15	7%	5%	-5	nt	3%
C#CCOCCOCCOCCNc1nc(N2CCN(C(=O)CCCCCCCCCCNC(=O)[C@H]([C@@H](C)CC)n3cc(CCCCN=C(N)N)nn3)CC2)nc(N2CCN(C(=O)CCCCCCCCCCNC(=O)[C@H](CCCN=C(N)N)n3cc(C[C@@H](C)CC)nn3)CC2)n1	nt	nt	5.2µM*	nt	?	4.7µM*
O=C(Nc1cc(S(=O)(=O)N2CCCCC2)ccc1O)c1ccccc1NS(=O)(=O)c1ccc(F)c(F)c1	-11	9%	0%	0	31%[activator]	1%
Cc1cccc(C)c1NC(=S)N/N=C/c1c(Cl)cccc1Cl	9	-1%	23%	-1	19%	26%
Cc1ccc(-c2nn(-c3ccccc3)cc2C2SCC(=O)N2Cc2ccccc2)o1 (stereo not drawn)	10	-11%	-21%	-4	?	10µM*
O=c1c2ccccc2nc(CNc2ccccc2)n1-c1ccccc1	12	-9%	7.4µM*	7	11%	?
CNC(=S)N1N=C(c2ccc(C)cc2)CC1c1ccc(Cl)cc1 (stereo not drawn)	-10	-2%	8.3µM*	-2	?	nt
COc1ccc(CCNC(=O)CCCOc2ccc(Cl)cc2)cc1OC	6	-1%	15%	9	?	-17%
O=C(Nc1ccc(Cl)c([N+](=O)[O-])c1)c1ccncc1	-8	-2%	115%[activator]	-1	-8%	-1%
COc1ccc(S(=O)(=O)Nc2ccc(S(=O)(=O)N(C)C)cc2)cc1[N+](=O)[O-]	16	17%	-6%	-3	5%	?
COc1cc(C2C(C#N)=C(N)Oc3n[nH]c(-c4ccncc4)c32)cc(OC)c1OC (stereo not drawn)	-11	-11%	24%	-2	-1%	-5%
N#C/C(=C/c1ccc(O)c(O)c1)c1nc2ccccc2[nH]1	77*	?	4%	26*	-7%	2%[0.00184 µM]
COc1ccccc1-c1nnc2sc(-c3cc4ccccc4o3)nn12	29	-1%	9%	-2	-5%	-5%
Cc1ccc(/C=C/C(=O)OCC(=O)NC(=O)NCc2ccco2)cc1	nt	nt	4%	nt	-6%	-17%
CCCCc1nc(SCC(=O)N2CCOCC2)c2c(=O)n(C)c(=O)n(C)c2n1	-1	-8%	10%	-1	-10%	12%
O=C1NC(=S)N/C1=C/c1cc([N+](=O)[O-])ccc1O	-6	13%	28%	-2	-20%	nt
CC(C(=O)OCC(=O)N1CCN(c2ccccc2)CC1)N1C(=O)c2ccccc2C1=O (stereo not drawn)	nt	nt	?	nt	17%	-9%
COC(OC)C1Nc2ccccc2C(=O)N1c1ccc(F)cc1 (stereo not drawn)	nt	nt	0%	nt	8%	?
COCc1cc(C)c(C#N)c(=S)[nH]1	-19	?	nt	-1	13%	23%
O=C(c1ccco1)N1CCN(C(=O)N2c3ccccc3Sc3ccccc32)CC1	13	2%	?	-2	?	12µM*
Nc1c(C(=O)N/N=C/c2cccnc2)oc2nc(-c3ccccc3)cc(-c3ccco3)c12	-5	-27%	?	1	-15%	?
N#Cc1ccccc1NC(=O)CN(Cc1ccccc1)Cc1ccccc1	-4	3%	?	-3	?	?
O=C(O)c1ccc(CS(=O)(=O)Cc2ccccc2F)o1	-10	16%	-6%	-4	-21%	-3%
CCC(CC)NC(=O)CN1CCN(S(=O)(=O)c2ccc(Br)s2)CC1	nt	nt	35%[activator]	nt	0%	?

Retrieved by structure from the list above (four):
SMILES	Shiga toxin inh	Giardia FBPA inh	Pf growth 96h	CHX counter	HCV inhibitor	Pf growth 48h
Cc1ccc(/C=C/C(=O)OCC(=O)NC(=O)NCc2ccco2)cc1	nt	nt	4%	nt	-6%	-17%
CCCCc1nc(SCC(=O)N2CCOCC2)c2c(=O)n(C)c(=O)n(C)c2n1	-1	-8%	10%	-1	-10%	12%
Nc1c(C(=O)N/N=C/c2cccnc2)oc2nc(-c3ccccc3)cc(-c3ccco3)c12	-5	-27%	?	1	-15%	?
COCc1cc(C)c(C#N)c(=S)[nH]1	-19	?	nt	-1	13%	23%

Carrying on:
SMILES	Shiga toxin inh	Giardia FBPA inh	Pf growth 96h	CHX counter	HCV inhibitor	Pf growth 48h
CCOC(=O)CSc1nc(C)c(CC)c(C)c1C(N)=O	5	-1%	-4%	-2	2%	6%
COc1ccc(C)cc1NC(=O)c1ccc(NC(=O)CC2SC(N3CCCC3)=NC2=O)cc1 (stereo not drawn)	-18	4%	?	-4	4%	?
CC(C)c1ccc(NC(=O)c2ccc(NC3=NC4CS(=O)(=O)CC4S3)cc2)cc1 (stereo not drawn)	13	-5%	28%	3	-18%	-10%
CCCn1nc2cc(C(=O)NC3CCCc4ccccc43)ccc2c1OCC (stereo not drawn)	-20	8%	?	0	?	?
CCOC(=O)C1(Cc2ccc(Cl)cc2)CCN(C(=O)c2ccoc2)CC1	24	-7%	?	3	17%	-5%
CCOC(=O)c1cnn2c(N)c(C#N)cnc12	20	-2%	12%	8	7%	37%[1.15 µM]
Cc1csc(Sc2nc3c(c(=O)[nH]c(=O)n3C)n2CCCc2ccccc2)n1	-10	5%	?	2	-23%	?
COc1ccc(OC)c(NC(=O)CSc2ccc(-c3cccnc3)nn2)c1	-4	nt	?	-2	-2%	-23%
Oc1c(N=NC(=S)Nc2ccccc2F)c2ccccc2n1Cc1ccc(Cl)cc1	1	6%	71%[activator]	-2	?	2.3µM*
O=C(CSC1=NCCS1)Nc1nc2c(s1)CCCC2	99*	-26%	?	39*	?	31%[activator]
CC(Sc1ccccc1)C(=O)N1CCN(S(=O)(=O)c2ccccc2F)CC1 (stereo not drawn)	-4	nt	-15%	6	nt	1%
CCOC(=O)N1CCC(NC(=O)c2cccnc2SC)CC1	9	-4%	nt	4	3%	5%
CCOc1ccc(N(CC(=O)NCCCOC)S(C)(=O)=O)cc1	-14	-5%	nt	-2	11%	-2%
Cc1ccc(-n2nc3c(N4CCC(C(=O)NCCc5ccco5)CC4)nnc(C)c3c2C)cc1	-5	nt	10%	-1	?	?
O=C1C2C3C=CC(C3)C2C(=O)N1c1n[nH]c(-c2cccnc2)n1 (stereo not drawn)	-4	-23%	nt	-5	4%	10%

2 entries from above, reformatted:
Second line of a record – Shiga toxin inh	Giardia FBPA inh	Pf growth 96h	CHX counter	HCV inhibitor	Pf growth 48h
- COc1ccc(C)cc1NC(=O)c1ccc(NC(=O)CC2SC(N3CCCC3)=NC2=O)cc1 (stereo not drawn)
 : -18	4%	?	-4	4%	?
- CC(C)c1ccc(NC(=O)c2ccc(NC3=NC4CS(=O)(=O)CC4S3)cc2)cc1 (stereo not drawn)
 : 13	-5%	28%	3	-18%	-10%

(continued)
SMILES	Shiga toxin inh	Giardia FBPA inh	Pf growth 96h	CHX counter	HCV inhibitor	Pf growth 48h
CSc1ccccc1OCc1cc(C(=O)N2CCc3sccc3C2)no1	10	3%	-11%	11	-17%	22%
CCCN1C(=O)c2ccccc2NC1c1ccc(O)c(OCC)c1 (stereo not drawn)	-7	-5%	-4%	-2	-21%	?
O=C(NC1CC1)C1CCC(=O)N1C1CCCC1 (stereo not drawn)	-9	1%	16%	-1	4%	5%
CCC1CCCCN1CCCNC(=O)CN1C(=O)CSc2ccc(S(=O)(=O)N3CCC(C)CC3)cc21 (stereo not drawn)	-5	3%	25%	-6	-3%	0%
O=C(c1ccc(Cl)nc1)N1CCN(C/C=C/c2ccccc2)CC1	-14	-1%	19%	-2	-18%	-25%
CCOc1c(OC)ccc2c3c(c(=O)oc12)CCCC3	-1	9%	-27%	1	?	nt
COc1cc(/C=N/NC(=O)c2sc(N)c(C#N)c2C)ccc1O	-7	-2%	-3%	-5	-11%	1%
C[N+](C)(C)CC(O)CC(=O)O (stereo not drawn)	nt	1%	13%&-22%	nt	0%	24%&-7%
CCCN(CCC)CC(=O)N1CC(=O)Nc2ccccc21	-3	1%	-9%	-3	4%	11%
COc1ccc(OCCSc2nc(-c3ccccc3)cc(=O)[nH]2)cc1	-6	-2%	?	13	6%	-11%
CC(C)=C(NC(=O)c1ccccc1Br)C(=O)NCCc1nc2ccccc2[nH]1	2	3%	35%[activator]	-2	-11%	19%
O=C(NCCO)c1cc2ccccc2cc1O	-8&12	2µM*	-11%	-2&13	10%&14%	0%&-23%
O=[N+]([O-])c1ccc(N(CC(O)CN2CCCCC2)S(=O)(=O)c2ccccc2)cc1 (stereo not drawn)	26	9%	-4%	-6	?	5%
Cc1nc2cc(NC(=O)Nc3ccccc3Cl)ccc2n1C	28*	1%	0%	13*	?	-26%
Cn1c(=O)c2c(ncn2CC(N)=O)n(C)c1=O	-28	3%	-92%	-2	5%	4%
O=C(CSc1nc(-c2ccco2)cc(C(F)(F)F)n1)NCC1CCCO1 (stereo not drawn)	-2	0%	-23%	-4	?	?
Cc1ccc(C(=O)Nc2ncc(Cc3ccccc3)s2)o1	80*	-5%	-1%	42*	?	376%[activator]
Cc1ccc(NC(=O)CCc2nc3ccccc3c(=O)[nH]2)cc1S(=O)(=O)N1CCOCC1	nt	nt	4.1µM*	nt	?	?
CCCN1C(=O)/C(=C/c2ccc(N3CCOCC3)cc2)NC1=S	32	-9%	?	12	-21%	-25%

High-throughput results: PubChem, National Center for Advancing Translational Sciences (NCATS)
